Screening results: PubChem BioAssay, several laboratories
eLon inh = inhibitors of E. coli Lon protease, primary screen, biochemical, fluorescence polarization; purified E. coli Lon protease; inhibition, % at 7.94 µM; 360,000 tested, 0.42% active; AID 602123, 2011; in the data active = inhibition above about 13%, passing the limit was not always enough;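 note: 0% = enzyme with probe and DMSO and 100% = no enzyme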
Rpn11 inh = Rpn11 (PSMD14) deubiquitinase inhibitors, primary screen, biochemical, fluorescence polarization, uHTS | 26S proteasome non-ATPase regulatory subunit 14 (Homo sapiens), O00487 | human 26S proteasome, Ub4-pepOG fluorescence polarization; 20S core pre-blocked with epoxomicin | calls only at 20 µM | 360,000 tested, 0.59% active | AID 588493, 2011;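 active = inhibition at 20 µM, scaled to each plate's controls, above about 33%, limit read from the data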
CSN inh = inhibitors of CSN-mediated cullin deneddylation, primary screen, biochemical, fluorescence polarization, uHTS. Purified CSN, SCF-Nedd8-OG deneddylation. inhibition, % at 12.5 µM. 360,000 tested, 0.38% active. COP9 signalosome complex subunit 5 (Homo sapiens), Q92905;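 active = pattern-corrected inhibition above about 35%, with an unprinted fluorescence ratio check between 0.5 and 1.5, limit read from the data, passing the limit was not always enough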;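 note: 0% = enzyme with substrate and 100% = substrate without enzyme; some results filed as inactive read as strong as hits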
Target sequence (Q92905 whole entry, looked up, one chain of several): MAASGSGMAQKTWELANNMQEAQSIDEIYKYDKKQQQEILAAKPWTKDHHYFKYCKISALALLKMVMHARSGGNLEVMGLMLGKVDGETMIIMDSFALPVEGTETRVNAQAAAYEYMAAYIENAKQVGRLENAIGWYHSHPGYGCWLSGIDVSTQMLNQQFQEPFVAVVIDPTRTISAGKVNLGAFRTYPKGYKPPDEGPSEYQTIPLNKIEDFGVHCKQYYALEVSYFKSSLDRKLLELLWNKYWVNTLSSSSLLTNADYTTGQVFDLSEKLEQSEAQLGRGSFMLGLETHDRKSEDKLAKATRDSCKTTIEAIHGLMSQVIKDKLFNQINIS
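Schedule: reaction 90 min, room temperature / Assay system: HEK293T-derived human Csn5 enzyme / Input: Csn5 at 0.24 nM final / Measure: inhibition of Csn5 cleavage, % / Control set: substrate-only high control, full reaction low control / Technique: fluorescence polarization of the substrate / Buffer or medium: Tris/NaCl/DTT buffer, pH 7.5 / Reagent: SCFSkp2-Nedd8OG substrate at 10 nM final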
FAS TE block = FAS thioesterase domain inhibitors, primary screen, biochemical, fluorescence intensity, uHTS. AID 602261, 2012. inhibition, % at 15 µM. recombinant FAS-TE, OMFH fluorogenic substrate, fluorescence endpoint. Fatty acid synthase (Homo sapiens), P49327. 360,000 tested, 0.67% active;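 active = compounds whose normalised, plate-corrected inhibition of enzyme fluorescence in the single-dose primary screen is 50% or more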;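 note: 0% = DMSO with enzyme and 100% = substrate without enzyme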
PABP1 MLLE inh = inhibitors of PABP1 MLLE–PAM2 peptide binding, primary screen, biochemical, fluorescence polarization, FITC-PAM2, GST-MLLE | inhibition, % at 20 µM | 360,000 tested, 0.36% active | AID 588489, 2011; in the data active = inhibition above about 35%, passing the limit was not always enough;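 note: plate controls were DMSO wells with GST-MLLE for no effect and wells lacking GST-MLLE protein for full effect; some results filed as inactive read as strong as hits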
Target sequence (P11940 whole entry, looked up): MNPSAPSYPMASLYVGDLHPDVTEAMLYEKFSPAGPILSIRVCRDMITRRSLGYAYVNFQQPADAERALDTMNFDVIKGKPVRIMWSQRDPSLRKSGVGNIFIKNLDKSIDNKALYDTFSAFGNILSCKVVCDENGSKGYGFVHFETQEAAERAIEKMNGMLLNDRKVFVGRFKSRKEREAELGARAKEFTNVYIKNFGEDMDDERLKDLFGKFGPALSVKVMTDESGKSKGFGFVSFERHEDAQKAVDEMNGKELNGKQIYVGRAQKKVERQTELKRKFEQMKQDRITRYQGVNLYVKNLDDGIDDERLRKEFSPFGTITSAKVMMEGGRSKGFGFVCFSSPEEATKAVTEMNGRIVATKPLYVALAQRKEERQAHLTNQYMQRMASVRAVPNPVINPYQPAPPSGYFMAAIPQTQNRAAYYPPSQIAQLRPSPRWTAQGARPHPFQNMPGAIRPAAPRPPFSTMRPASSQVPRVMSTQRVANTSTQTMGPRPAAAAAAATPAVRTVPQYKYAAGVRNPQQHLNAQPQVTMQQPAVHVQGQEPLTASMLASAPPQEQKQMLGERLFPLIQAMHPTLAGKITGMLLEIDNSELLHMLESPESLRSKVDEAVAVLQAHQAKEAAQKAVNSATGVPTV
MsrA act = bovine MsrA enzyme activators, primary screen, biochemical, absorbance, HTS | activation, % at 10.6 µM | purified bovine MsrA, absorbance read-out | Methionine sulfoxide reductase A (Bos taurus) | 360,000 tested, 0.3% active; in the data active = activation above about 7.5%;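 note: 0% = vehicle and 100% = reference activator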
MsrA inh = bovine MsrA enzyme inhibitors, primary screen, biochemical, absorbance, HTS | 360,000 tested, 0.75% active | purified bovine MsrA, absorbance read-out | inhibition, % at 15.5 µM | Methionine sulfoxide reductase A (Bos taurus); in the data active = inhibition above about 4.5%;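 note: 0% = vehicle wells with enzyme and 100% = reference inhibitor wells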
MT1-MMP act inh = blockers of MT1-MMP proenzyme processing, primary screen, HT1080 RFP-PRO-GFP cells, GFP/RFP fluorescence | Matrix metalloproteinase-14 (Homo sapiens), P50281 | GFP/RFP ratio fluorescence, overnight; percent of plate control window, DMSO zero | GFP/RFP ratio change, % at 20 µM | 360,000 tested, 0.061% active;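 active = GFP/RFP ratio change of at least 30% with cell ATP level not reduced by more than half and red fluorescence within 50% of control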; note: strong numbers were not always called active
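Assay system: HT1080 RFP-PRO-GFP cells. Benchmarks: DMSO vehicle wells and RFP-L50D-GFP reporter cell wells. Times: overnight cell settling, then overnight compound exposure, 37 °C, 5% CO2. Compound: 20 µM single dose, 1% DMSO. Read-out basis: GFP/RFP fluorescence ratio.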
Rin1-Abl PPI inh = inhibitors of Rin1-Abl protein binding, primary screen, biochemical, TR-FRET. Tyrosine-protein kinase ABL1 (Homo sapiens) + Ras and Rab interactor 1 (Homo sapiens), …. AID 588664, 2011. 360,000 tested, 0.4% active. inhibition, % at 7.35 µM; in the data active = inhibition above about 5%, passing the limit was not always enough
* marks the source's active call; other numbers are inactive results; i = inactive; / = no result given.

molecule	eLon inh	Rpn11 inh	CSN inh	FAS TE block	PABP1 MLLE inh	MsrA act	MsrA inh	MT1-MMP act inh	Rin1-Abl PPI inh
NC(=O)c1ccccc1NC(=O)c1cc(S(=O)(=O)N2CCCCC2)ccc1N1CCOCC1	14	i	6	-2	-33	1	1.6	0	2
CC(c1cccnc1)N(CCN(C)C)C(=O)Nc1ccc(Cl)cc1 (configuration not stated)	15*	i	-1	-2	1	-1	0.4	-1	-3
C=CCOc1ccc(C2C(C(=O)c3ccco3)=C(O)C(=O)N2CCCN(CC)CC)cc1 (configuration not stated)	-9	i	2	0	-8	6	2.2	4	-2
O=C(c1cc2ccccc2oc1=O)N(Cc1ccccc1)Cc1ccc2c(c1)OCO2	-2	i	6	25	-4	-2	1.4	-11	-1
Cc1cccc(-n2nnnc2SCC(=O)Nc2cccc(S(N)(=O)=O)c2)c1	5	i	0	2	-1	-2	-1.1	2	-2
COc1cc2nc(N(CCN(C)C)C(=O)c3ccc(S(=O)(=O)N(C)CC4CCCO4)cc3)sc2cc1OC (configuration not stated)	-1	i	5	-1	-4	-3	0.5	1	-4
C#CCN(C(=O)Nc1ccccc1)c1ccccc1	-5	i	-8	-7	8	-4	0.7	2	-1
COCCCN1C(=O)C(CC(=O)NCc2cccs2)CC(C(=O)N2CCCCCC2)=C1C (configuration not stated)	-1	/	-6	-6	/	-4	-1.4	3	/
CN(C)/C=C(/C(=O)c1ccccc1)n1cncn1	-4	i	2	-3	5	-2	-0.7	3	-1
O=C(NC1CCCC1)C(c1ccncc1)N(CC1CCCO1)C(=O)Cn1nnc(-c2cccs2)n1 (configuration not stated)	0	i	1	-6	-5	-4	-0.1	1	0
CC1=NN(c2ccc(Cl)c(C(=O)O)c2)C(=O)/C1=C\c1ccc(-c2ccc(C(=O)O)cc2)o1	-4	i	19	-7	16	-4	-0.9	-12	-4
CCCS(=O)(=O)NC(=O)C1(C)CCN(C(=O)c2ccccc2OC(C)=O)C1 (configuration not stated)	-5	i	0	-4	-9	-3	0.8	-1	-1
FCCCOc1ccc(-c2nccc(-c3ccccn3)n2)cc1	-4	i	-2	16	8	-2	1.3	-1	2
Cn1c(/N=C/c2c(O)ccc3ccccc23)nc2ccccc21	3	i	3	-3	30	-1	0.7	6	1
COc1cccc(/C=N/NC(=O)NC2CCCCC2)c1O	16	i	-1	-3	11	-5	0.6	1	-2
Cn1c(C(=O)NCC2CCCO2)cc2c(=O)n3ccccc3nc21 (configuration not stated)	-1	i	2	-5	-6	-4	3.2	17	-4
Cc1ccc(NC(=O)C2CC(=O)Nc3ncnn32)c(C)c1 (configuration not stated)	-9	i	-3	-7	9	-4	0.7	1	0
O=c1c2ccccc2nc(SCCN2CCCCC2)n1CCc1ccccc1	-2	i	-4	9	-1	-3	-0.5	3	1
CCn1c(=O)cc(SCC(=O)Nc2ccc(Cl)cc2)c2ccccc21	-3	i	-4	13	9	-6	0.9	4	-5
COc1coc(C(O)CN)cc1=O (configuration not stated)	-5	i	-3	-7	2	-3	-1.6	-136	1
O=C(NCC(=O)N1CCCCCCC1)c1ccccc1Cl	-7	i	-3	-6	-3	-2	-0.9	3	6
O=C(c1ccc([N+](=O)[O-])s1)N1CCN(c2cccc(Cl)c2)CC1	3	i	-1	36	-10	1	0.6	-1	-5
O=C1Nc2ccccc2C12OCC1(CO2)COC2(OC1)C(=O)Nc1ccccc12 (configuration not stated)	5	i	1	3	-1	-3	-0.2	-1	-4
CC(C)C(=O)NCCCc1ccccc1	-4	i	-5	-7	4	-4	-0.5	2	-2
Cc1cccc(-n2cc(CNCCc3nc(C)cc(C)n3)c(-c3cccc(F)c3)n2)c1	8	i	5	5	-3	0	-1.3	-5	0
COc1cc2cc(CCCOC(=O)c3ccco3)oc(=O)c2cc1OC	11	i	-3	-4	1	-1	1.3	10	1
CCOc1ccc2c(c1)c(=O)c(S(=O)(=O)c1ccc(C)cc1)cn2CC	-5	i	-1	37	-3	-2	2.4	-31	-5
O=C(COc1ccccc1)NCCSCc1ccccc1Cl	-5	i	-2	2	4	-4	0.2	3	2
CCn1c(SCC(=O)NCC2CCCO2)nc2cc(S(=O)(=O)N3CCCCC3)ccc21 (configuration not stated)	-4	i	4	-5	-90	0	-0.6	-2	0
O=C(CNc1cccc2ccccc12)N/N=C/c1ccc(OC(=O)/C=C/c2ccco2)cc1	-6	i	8	28	6	-3	4.1	-2	-4
CC(=O)N(/N=C1\Sc2ccccc2C1=O)c1ccccc1	-9	i	11	-9	9	-1	-0.6	-4	2
COc1cc(NS(=O)(=O)c2ccc(NC(=O)CCC(=O)O)cc2)nc(OC)n1	14	i	0	-4	10	1	-0.8	-1	-1
O=[N+]([O-])c1ccc(S(=O)(=O)c2cccc(C(F)(F)F)c2)nc1	5	i	-4	47	23	0	/	-5	4
CCOC(=O)Cc1csc(NC(=O)Nc2ccccc2)n1	-10	i	-1	-3	5	-2	1.0	1	2
CCc1nc2ccc(C(=O)NCCNC(C)=O)cn2c1N(CC)CCOC	-1	i	-6	-2	7	1	-1.0	-5	-2
CCC(=O)N1CCc2cc(S(=O)(=O)NCCN3CCC(C)CC3)ccc21	-1	i	3	1	-16	0	0.5	-2	0
CC1=CCC(C(=O)O)C(C(=O)NC2CCCCC2)C1 (configuration not stated)	-5	i	-2	-6	6	-1	-0.9	0	1
CCCCNC(=O)CN1C(=O)NC2(CCOc3ccccc32)C1=O (configuration not stated)	4	i	4	-2	-12	-1	-0.8	-2	1
O=C(Nc1ncc(Cc2ccc(SC(F)F)cc2)s1)c1ccc(OC(F)F)cc1	-21	i	0	0	9	-2	0.6	13	-10
Cc1ccc(OCC(O)CN2CCc3ccccc3C2)c(C)c1 (configuration not stated)	-4	i	-3	-2	6	-7	-0.8	0	5

Sorted by count of non-hydrogen atoms (falling): 3 of the compounds above
molecule	eLon inh	Rpn11 inh	CSN inh	FAS TE block	PABP1 MLLE inh	MsrA act	MsrA inh	MT1-MMP act inh	Rin1-Abl PPI inh
CCC(=O)N1CCc2cc(S(=O)(=O)NCCN3CCC(C)CC3)ccc21	-1	i	3	1	-16	0	0.5	-2	0
Cc1ccc(OCC(O)CN2CCc3ccccc3C2)c(C)c1 (configuration not stated)	-4	i	-3	-2	6	-7	-0.8	0	5
O=C(COc1ccccc1)NCCSCc1ccccc1Cl	-5	i	-2	2	4	-4	0.2	3	2

Following part.
molecule	eLon inh	Rpn11 inh	CSN inh	FAS TE block	PABP1 MLLE inh	MsrA act	MsrA inh	MT1-MMP act inh	Rin1-Abl PPI inh
COc1ccc2c(c1)O/C(=C\c1ccccc1C)C2=O	-1	i	0	6	0	-3	1.4	-2	-1
Cc1nn(Cc2ccc(C(=O)N/N=C/c3ccncc3)o2)c(C)c1Cl	-4	i	-1	-5	-2	-1	1.3	5	1
C=C1CCN([C@@H](C)C(=O)NCc2ccc(Cl)cc2)S(=O)(=O)c2ccccc21	-7	i	3	10	-1	-8	-0.2	2	0
CCc1cccc(NC(=O)C2CCCN(S(=O)(=O)c3ccc4[nH]c(=O)ccc4c3)C2)c1 (configuration not stated)	-4	i	-3	-17	4	-3	0.8	-5	-1
Cc1oc(S(=O)(=O)N(C)C)cc1C(=O)Nc1ccc(Cl)cc1	10	i	1	6	0	-3	-0.1	2	-4
O=C(NCC(c1cccs1)N1CCOCC1)c1cc(Cl)ccc1[N+](=O)[O-] (configuration not stated)	-3	i	0	-3	14	-3	2.4	-2	0
Cc1ccccc1OCC(=O)Nc1cc(Cl)ccc1Oc1ccccc1	-8	i	2	17	11	2	-0.5	-7	0
COc1ccc(C(=O)NNC(=O)c2ccc(F)c(S(=O)(=O)N3CCOCC3)c2)cc1	1	i	-6	-3	11	0	-0.2	2	3
CCOc1ccc(S(=O)(=O)N2CCN(C(=O)c3cccnc3)CC2)cc1	-7	i	3	3	-7	-1	-0.7	-1	1
CC(C)(C)OC(=O)NC(CCCCNC=O)C(=O)O (configuration not stated)	-5	i	-4	-14	14	0	-0.4	1	-4
O=C(CCC1CCCN(C(=O)c2ccc3cc[nH]c3c2)C1)N1CCN(c2ccccn2)CC1 (configuration not stated)	5	i	2	-2	3	-2	-0.5	-1	-2
C=CCn1c(O)c2ccc(C(=O)N=NC(=O)c3ccc(F)cc3)cc2c1O	-1	i	2	-5	-13	-1	0.3	-1	-5
Cc1nc(SCC(=O)N2CCOCC2)c2c(C)c(C)sc2n1	5	i	9	0	1	-11	0.1	3	3
Cc1ccc2c(c1)cc(CN(C(=O)N1CCOCC1)C1CCCC1)c1nnnn12	-4	i	1	-6	0	-8	0.1	-1	1
COc1ccc(OC)c(S(=O)(=O)Nc2ccccc2C(F)(F)F)c1	-5	i	3	-3	-2	-7	0.6	-5	-4
O=C(Cc1c(F)cccc1Cl)N1CCN(S(=O)(=O)c2cccs2)CC1	-15	i	-1	-6	13	-6	1.4	1	5
COc1ccc(-c2csc(NC(=O)CSc3nnc(Nc4ccccc4C)s3)n2)cc1	1	i	-10	-4	-37	-3	0.4	-5	0
CCc1cccc(CC)c1NC(=O)COC(=O)c1cccc(S(=O)(=O)N2CCc3ccccc3C2)c1	0	i	-4	-14	2	-2	-0.9	1	0
CC(Oc1ccc2c3c(c(=O)oc2c1)CCCC3)C(=O)NCc1cccnc1 (configuration not stated)	6	i	-4	-4	5	-9	2.3	1	-1
N#Cc1c(-c2ccc3c(c2)OCO3)csc1N	3	i	0	-2	22	-9	0.5	2	2

Of the compounds above, two contain an NH in an aromatic ring:
molecule	eLon inh	Rpn11 inh	CSN inh	FAS TE block	PABP1 MLLE inh	MsrA act	MsrA inh	MT1-MMP act inh	Rin1-Abl PPI inh
CCc1cccc(NC(=O)C2CCCN(S(=O)(=O)c3ccc4[nH]c(=O)ccc4c3)C2)c1 (configuration not stated)	-4	i	-3	-17	4	-3	0.8	-5	-1
O=C(CCC1CCCN(C(=O)c2ccc3cc[nH]c3c2)C1)N1CCN(c2ccccn2)CC1 (configuration not stated)	5	i	2	-2	3	-2	-0.5	-1	-2

(listing goes on)
molecule	eLon inh	Rpn11 inh	CSN inh	FAS TE block	PABP1 MLLE inh	MsrA act	MsrA inh	MT1-MMP act inh	Rin1-Abl PPI inh
CCCSc1ccc([C@H]2N[C@@](C)(C(=O)OC)[C@H]3C(=O)N(C)C(=O)[C@@H]23)cc1OC	-6	i	7	-11	16	-3	-0.7	0	1
O=C1NC(=S)S/C1=C\c1coc2ccc(O)cc2c1=O	-45	i	12	25	-110	-5	0.5	-4	-3
Cc1ccc(O)c(NC(=O)C2=CC(c3ccco3)=NS(=O)(=O)N2C)c1	0	i	2	-8	0	0	2.0	0	-2
COC(=O)c1cc(=O)[nH]c(SCc2cccc(C)c2)n1	-10	i	0	-8	-9	-2	-1.1	0	3
Cc1ccc(S(=O)(=O)N(C)CC(=O)OCC(=O)NC(=O)NC(C)C)cc1	0	i	9	-2	-10	-1	-0.9	4	0
Cc1cccc(NC(=O)c2cc(S(=O)(=O)N(C)c3ccc(F)cc3)ccc2Cl)n1	-4	i	-1	19	13	2	2.6	0	0
